Screening results: PubChem, several laboratories
MC4R barr agon: activates human MC4R beta-arrestin recruitment; U2OS MC4R beta-arrestin complementation, luminescence; percent of melanotan II response, DMSO zero; activation, % at 8.9 µM; actives 0.98% (n = 360,000);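 active = activation above a per-plate cutoff, the mean activation of sample wells on that plate plus 3 SD, cut at about 8% in these data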
Target sequence (P32245 whole entry, looked up): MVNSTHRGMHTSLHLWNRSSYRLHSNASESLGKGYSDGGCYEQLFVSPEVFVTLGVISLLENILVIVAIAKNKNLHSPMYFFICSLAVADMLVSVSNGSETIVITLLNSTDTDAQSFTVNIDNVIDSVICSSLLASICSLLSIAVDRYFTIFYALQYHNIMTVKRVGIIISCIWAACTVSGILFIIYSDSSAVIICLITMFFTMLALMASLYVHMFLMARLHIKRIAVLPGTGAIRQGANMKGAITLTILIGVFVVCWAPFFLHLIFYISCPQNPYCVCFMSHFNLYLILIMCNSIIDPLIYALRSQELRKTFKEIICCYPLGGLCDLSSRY
Granule exo inh: blocks lytic granule exocytosis; TALL-104 LAMP-1 surface exposure, flow cytometry; cells stimulated with thapsigargin and PMA; inhibition, % at 10 µM; actives 0.66% (n = 360,000);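 active = inhibition above about 55%, limit read from the data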
MC4R antagonist: blocks human MC4R cAMP signaling | MC4R-expressing cells, MTII-stimulated cAMP, LANCE TR-FRET | inhibition, % at 6.5 µM | actives 0.48% (n = 360,000) | AID 540295;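 active = inhibition above its plate's cutoff, the mean of tested wells on that plate plus 3 SD, cut at about 29% in these data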;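 also: 0% = Melanotan II alone and 100% = Melanotan II plus saturating MCL0020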
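Test system: U2OS cells stably expressing human melanocortin 4 receptor (MC4R); also added: Melanotan II challenge; compound: 6.5 µM single dose; timing: 30-min compound preincubation, 1-h Melanotan II challenge, 1-h detection, room temperature; signal: Eu-cAMP/anti-cAMP TR-FRET, emission 671 nm; repeats: one well per compound, no replicates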
Glyco luc inh: N-linked glycosylation inhibition. actives 0.23% (n = 360,000). reporter increase, % at 12.5 µM. D54 ERlucT glycosylation luciferase reporter, 24 h; percent of 100 nM tunicamycin response;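 active = mean luciferase reporter signal, scaled so untreated is 0 and the glycosylation-blocking control 100, at or above a set limit in every replicate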;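 also: luciferase carries N-glycosylation sites so blocking glycosylation raises the light; 0% = median of neutral control wells and 100% = median of 100 nM tunicamycin wells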
iPSC survival up: hiPSC single-cell survival enhancement. ATPlite luminescence; 100% = ROCK inhibitor wells, 0% = DMSO. survival enhancement, % at 20 µM. actives 0.044% (n = 360,000). AID 602274; in the data active = survival enhancement above about 18%;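 also: cells exposed to compounds for 16 hours before the ATP read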
ABCB6 inh 2: inhibitors of human ABC transporter ABCB6. Q9NP58. K562-ABCB6 porphyrin accumulation, flow cytometry, 1 h; hits give low values. fluorescence ratio to DMSO, % at 10 µM. actives 0.19% (n = 360,000). AID 602162;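 active = fluorescence ratio to DMSO below 75%, the collection mean minus 3 SD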;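 also: signal is porphyrin accumulated inside mitochondria; 100% equals median channel fluorescence of DMSO control wells; lower ratio means ABCB6 inhibition with less porphyrin fluorescence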
aDG glyco up: increases alpha dystroglycan glycosylation; activation, % at 10 µM; AID 624168; Pro5-aDG cells, alpha-DG glycosylation AlphaScreen (IIH6); 0% Pro5, 100% B10-LARGE cell signal; actives 0.22% (n = 360,000);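 active = activation of at least 8% versus controls, or a plate z-score of at least 8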;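 also: Pro5 are CHO cells carrying HIG-tagged alpha-DG that lacks glycosylation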
ABHD5-PLIN5 inh: inhibitors of human ABHD5-perilipin-5 interaction; Q00G26+Q8WTS1; Split G. princeps luciferase complementation, luminescence, 4 h; inhibition, % at 4 µM; actives 0.78% (n = 360,000); AID 602281;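 active = inhibition above the mean inhibition across every tested compound plus 3 SD, cut at about 22% in these data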;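 also: 0% = DMSO only wells and the 100% control is not disclosed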
Cardio protect: modulators protecting cardiomyocytes from myocardial damage | actives 0.63% (n = 360,000) | H9c2 cardiomyocytes, H2O2 injury protection, ATPLite, 2 h | AID 588492 | protection from H2O2 cell death, % at 20 µM;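 active = compounds giving at least 50% protection of heart cells from peroxide-induced death in the single-dose screen, raw or plate-pattern-corrected value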;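 also: 0% = DMSO wells with peroxide and 100% = DMSO wells without peroxide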
m5-HT2A agonist: agonists of mouse serotonin 5-HT2A receptor (HTR2A); P35363; CHO-K1 mHTR2A beta-arrestin complementation, luminescence; percent of 30 µM serotonin response; activation, % at 7.6 µM; actives 0.66% (n = 360,000);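 active = activation above a run cutoff, the mean activation of all tested compounds plus 3 SD, cut at about 14% in these data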;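 also: 0% = plate median of compound wells and 100% = 30 µM serotonin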
Target sequence (P35363 whole entry, looked up): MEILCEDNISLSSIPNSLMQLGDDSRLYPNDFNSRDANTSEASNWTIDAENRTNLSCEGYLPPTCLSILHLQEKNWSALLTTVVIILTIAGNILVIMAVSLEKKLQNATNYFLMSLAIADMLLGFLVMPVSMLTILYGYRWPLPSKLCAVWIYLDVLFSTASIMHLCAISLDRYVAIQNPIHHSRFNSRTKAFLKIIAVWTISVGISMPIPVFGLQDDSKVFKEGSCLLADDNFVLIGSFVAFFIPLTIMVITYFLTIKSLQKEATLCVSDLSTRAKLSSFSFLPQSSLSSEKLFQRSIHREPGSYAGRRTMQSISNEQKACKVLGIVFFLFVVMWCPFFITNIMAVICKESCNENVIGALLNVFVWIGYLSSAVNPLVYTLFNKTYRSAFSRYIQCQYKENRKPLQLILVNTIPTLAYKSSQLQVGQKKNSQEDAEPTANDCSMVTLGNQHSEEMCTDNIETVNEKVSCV
* marks the source's active call; other numbers are inactive results. Compounds as they come; about 4.5% have a hit in one of these screens.

(1) O=C(CCN1CCN(c2ccc(Cl)cc2)CC1)Nc1ccccc1F
(2) CCC(C)NC(=O)Cn1cnc2sc(C)c(S(=O)(=O)N3CCCCC3)c2c1=O (stereo unspecified)
(3) CC1CCCCC1NC(=O)c1nn(C)c2c1CS(=O)(=O)c1ccccc1-2 (stereo unspecified)
(4) COc1cccc(OC)c1C(=O)Nc1cccc(-n2cnnn2)c1
(5) CC(C)Oc1cccc(C(=O)C2CCCN(C(=O)c3cncs3)C2)c1 (stereo unspecified)

screen / no.,1,2,3,4,5
MC4R barr agon,-2.1,1.2,-1.2,0.0,-2.1
Granule exo inh,-2,-13,4,-2,-1
MC4R antagonist,1,8,10,-4,-1
Glyco luc inh,-1,0,-1,2,3
iPSC survival up,-0.2,0.0,-0.5,-0.3,-0.5
ABCB6 inh 2,100,172,97,100,96
aDG glyco up,0.1,-0.3,0.0,0.1,-0.1
ABHD5-PLIN5 inh,1,2,-1,-4,9
Cardio protect,0,4,4,-6,-2
m5-HT2A agonist,-6,2,2,-2,1

(6) O=C(NNc1nc2ccccc2s1)Nc1ccccc1
(7) O=C(NCC1CCN(S(=O)(=O)c2ccccc2)CC1)Nc1ccc(F)cc1F
(8) COc1ccc(NC(=O)CN(c2cc(C)cc(C)c2)S(=O)(=O)c2c(C)n[nH]c2C)cc1
(9) COc1ccccc1CNCc1cc(=O)oc2c(C)c(C)ccc12
(10) CC(C)c1ccc(CNC(=O)C2(C)CCCN2C)cc1 (stereo unspecified)

screen / no.,6,7,8,9,10
MC4R barr agon,1.2,2.6,-1.4,2.0,-2.2
Granule exo inh,2,-4,8,-15,-24
MC4R antagonist,-4,15,8,1,6
Glyco luc inh,-2,-1,-1,0,-1
iPSC survival up,2.9,-0.3,0.8,1.1,-1.6
ABCB6 inh 2,97,99,97,98,96
aDG glyco up,0.1,0.3,-0.1,0.1,-0.2
ABHD5-PLIN5 inh,-2,-6,9,6,-10
Cardio protect,0,-6,5,-3,5
m5-HT2A agonist,0,-2,5,-4,-7

(11) O=C(NCc1nnc(SCc2ccccc2)n1-c1ccc(F)cc1)C12CC3CC(CC(C3)C1)C2
(12) CN(C(=O)COC(=O)c1cc(=O)[nH]c2ccccc12)c1c(N)n(Cc2ccccc2)c(=O)[nH]c1=O
(13) COc1cccc(C(=O)c2c[nH]c(C(=O)NCc3cccs3)c2)c1
(14) CN(C)c1ccc(Sc2ccc3nc(N)nc(N)c3c2)cc1
(15) CCN(CC)S(=O)(=O)c1cccc(-c2n[nH]c(=S)n2Cc2ccccc2)c1

screen / no.,11,12,13,14,15
MC4R barr agon,6.5,-1.6,-0.3,-0.2,-1.5
Granule exo inh,-2,5,0,44,-7
MC4R antagonist,16,8,2,0,8
Glyco luc inh,-2,1,-5,-13,1
iPSC survival up,0.1,0.3,-0.7,-1.1,0.1
ABCB6 inh 2,106,103,96,91,98
aDG glyco up,0.1,0.3,-0.3,-0.1,0.0
ABHD5-PLIN5 inh,-7,3,-9,11,0
Cardio protect,-2,-2,0,-7,1
m5-HT2A agonist,1,-2,0,-10,-3

Shown with tabs: part of the list above
No.	Structure	MC4R barr agon	Granule exo inh	MC4R antagonist	Glyco luc inh	iPSC survival up	ABCB6 inh 2	aDG glyco up	ABHD5-PLIN5 inh	Cardio protect	m5-HT2A agonist
11	O=C(NCc1nnc(SCc2ccccc2)n1-c1ccc(F)cc1)C12CC3CC(CC(C3)C1)C2	6.5	-2	16	-2	0.1	106	0.1	-7	-2	1
12	CN(C(=O)COC(=O)c1cc(=O)[nH]c2ccccc12)c1c(N)n(Cc2ccccc2)c(=O)[nH]c1=O	-1.6	5	8	1	0.3	103	0.3	3	-2	-2
13	COc1cccc(C(=O)c2c[nH]c(C(=O)NCc3cccs3)c2)c1	-0.3	0	2	-5	-0.7	96	-0.3	-9	0	0
14	CN(C)c1ccc(Sc2ccc3nc(N)nc(N)c3c2)cc1	-0.2	44	0	-13	-1.1	91	-0.1	11	-7	-10
15	CCN(CC)S(=O)(=O)c1cccc(-c2n[nH]c(=S)n2Cc2ccccc2)c1	-1.5	-7	8	1	0.1	98	0.0	0	1	-3

Next part
(16) Cc1cc[n+](CC(=O)c2cc3ccccc3oc2=O)cc1
(17) CC1=C(C(=O)OC2CCCCC2)C(c2ccc(C)o2)C2=C(CCCC2=O)N1 (stereo unspecified)
(18) COC(=O)[C@@H](NC(=O)Nc1ccc(OC)cc1)C(C)C
(19) Cc1ccc2c(c1)-c1c(ssc1=S)C(C)(C)N2C(=O)CSC1=NCCS1
(20) O=S1(=O)CCOC[C@H](Cc2ccccc2)N1Cc1ccc(F)cc1

screen / no.,16,17,18,19,20
MC4R barr agon,-2.6,0.5,1.3,-1.0,0.5
Granule exo inh,-5,3,1,-2,-2
MC4R antagonist,-6,4,6,9,16
Glyco luc inh,2,-3,-1,-6,0
iPSC survival up,-2.4,-0.5,-2.2,-0.8,-1.1
ABCB6 inh 2,98,94,99,93,96
aDG glyco up,-0.4,-0.2,-0.2,-0.5,0.2
ABHD5-PLIN5 inh,2,5,11,-20,4
Cardio protect,-4,-15,-2,-9,-5
m5-HT2A agonist,2,-2,1,0,-1

(21) CCc1nnc(NS(=O)(=O)c2ccc(NC(=O)C(c3ccccc3)c3ccccc3)cc2)s1
(22) Cc1cc2ccccc2c(=O)n1CC(=O)NCC(=O)N1CCN(c2ccccc2F)CC1
(23) Cc1cc(C)c2nc(-c3ccccn3)cc(C(=O)NCc3ccc(S(N)(=O)=O)cc3)c2c1
(24) COc1ccc(C(=O)N2CCCN(C)CC2)cc1S(=O)(=O)N(C)Cc1ccccc1
(25) COc1ccc(N=C2C(=O)N3c4c(cccc42)C(C)=CC3(C)C)cc1

screen / no.,21,22,23,24,25
MC4R barr agon,0.2,1.3,9.7*,-1.9,-1.4
Granule exo inh,2,-1,-1,3,-4
MC4R antagonist,-10,2,2,-2,-26
Glyco luc inh,3,1,3,2,4
iPSC survival up,-0.2,0.7,-1.6,0.1,-2.7
ABCB6 inh 2,97,93,98,97,100
aDG glyco up,-0.2,0.2,-0.4,0.3,0.3
ABHD5-PLIN5 inh,-10,0,5,1,-4
Cardio protect,-3,0,1,5,-10
m5-HT2A agonist,-5,0,0,1,0

One compound at a time (already shown).
Record of `Cc1cc2ccccc2c(=O)n1CC(=O)NCC(=O)N1CCN(c2ccccc2F)CC1` : MC4R barr agon: 1.3; Granule exo inh: -1; MC4R antagonist: 2; Glyco luc inh: 1; iPSC survival up: 0.7; ABCB6 inh 2: 93; aDG glyco up: 0.2; ABHD5-PLIN5 inh: 0; Cardio protect: 0; m5-HT2A agonist: 0
Record of `CCc1nnc(NS(=O)(=O)c2ccc(NC(=O)C(c3ccccc3)c3ccccc3)cc2)s1` : MC4R barr agon: 0.2; Granule exo inh: 2; MC4R antagonist: -10; Glyco luc inh: 3; iPSC survival up: -0.2; ABCB6 inh 2: 97; aDG glyco up: -0.2; ABHD5-PLIN5 inh: -10; Cardio protect: -3; m5-HT2A agonist: -5

Later entries:
(26) COC(=O)C1=C(C)NC(C)=C(C(=O)OC)C1C(=O)OCC(=O)NC1CCCCC1C (stereo unspecified)
(27) CC(C)(C)C(=O)NC1(C(F)(F)F)NC(=O)N(c2ccccc2F)C1=O (stereo unspecified)
(28) CC(NC(=O)c1ccco1)C(=O)OCc1cccc(Cl)c1 (stereo unspecified)
(29) COc1ccc(N2C(=O)CC(N(C)CCc3ccc(OC)c(OC)c3)C2=O)cc1 (stereo unspecified)
(30) COc1ccc2ccccc2c1/C=N/NC(=O)c1sc(N)c(C#N)c1C

screen / no.,26,27,28,29,30
MC4R barr agon,-2.7,-0.3,-0.4,-2.1,10*
Granule exo inh,-1,4,-1,2,9
MC4R antagonist,6,0,4,14,-11
Glyco luc inh,2,2,1,1,7
iPSC survival up,-0.8,-0.5,3.0,0.3,-0.3
ABCB6 inh 2,96,109,98,102,98
aDG glyco up,-0.1,0.2,-0.1,-0.3,0.0
ABHD5-PLIN5 inh,-11,-9,-3,4,0
Cardio protect,2,0,5,1,25
m5-HT2A agonist,-5,-1,-2,0,4

(31) C[C@@H]1CN([C@@H](C)CO)C(=O)CCCn2nncc2CO[C@@H]1CN(C)C(=O)C1CCCCC1
(32) CSc1cccc(NC(=O)C2CCN(S(=O)(=O)c3ccc(F)cc3)CC2)c1
(33) CCN(CC)CCCNC(=O)CNC(=O)c1nn(-c2ccc(OC)cc2)c(=O)c2ccccc12
(34) O=S(=O)(c1ccccc1)[C@@]1(c2ccc(Br)cc2)C[C@@H]2ON=C(c3cccc(Br)c3)[C@@H]2C1
(35) CC(=O)N1CC(C)Sc2ccc(S(=O)(=O)NCc3ccc(F)cc3)cc21 (stereo unspecified)

screen / no.,31,32,33,34,35
MC4R barr agon,1.5,-0.3,-2.3,-1.5,-2.5
Granule exo inh,3,0,0,-11,2
MC4R antagonist,3,1,-2,4,-1
Glyco luc inh,0,-1,1,-7,0
iPSC survival up,-0.7,3.1,-0.8,5.2,-0.4
ABCB6 inh 2,98,83,101,93,89
aDG glyco up,-0.3,0.5,0.1,0.0,0.8
ABHD5-PLIN5 inh,-1,0,-7,-6,-10
Cardio protect,-7,50,-3,-9,-8
m5-HT2A agonist,2,-2,-4,-9,8

(36) COc1cc(NC(=S)NCCN2CCOCC2)cc(OC)c1
(37) Cc1ccc(CSCC(=O)N2CCN(c3ccccc3)CC2)cc1
(38) Cc1cccnc1NCC(O)COc1ccccc1 (stereo unspecified)
(39) Cc1csc(=O)n1CCC(=O)OCc1nnc(-c2ccc([N+](=O)[O-])cc2)o1
(40) O=C(N/N=C/c1ccncc1)c1cccc(NC(=O)c2ccc(Cl)cc2)c1
(41) COCCCNC(=O)c1ccccc1SC

screen / no.,36,37,38,39,40,41
MC4R barr agon,0.9,-0.3,-2.4,-2.1,-2.1,-0.9
Granule exo inh,-1,5,1,0,-3,-6
MC4R antagonist,17,-1,4,0,-7,21
Glyco luc inh,2,2,0,4,-2,2
iPSC survival up,-0.1,2.1,-1.5,0.5,0.6,4.2
ABCB6 inh 2,103,100,97,92,97,105
aDG glyco up,-0.1,-0.1,0.0,0.0,0.4,-0.1
ABHD5-PLIN5 inh,-2,4,-6,-7,-4,-6
Cardio protect,2,-7,0,2,11,0
m5-HT2A agonist,2,-2,0,13,-3,0
